Screening results deposited in PubChem BioAssay by National Center for Advancing Translational Sciences (NCATS).
TRPV1 agonist = activates the human vanilloid receptor TRPV1 | Q8NER1 | actives 0.19% (n = 320,000) | TRPV1-expressing cells, Fluo-8 calcium influx, agonist mode | activation, % at 8.33 µM; in the data active means activation above about 80%; inconclusive means between about 30% and that limit; further: 0% is about no effect
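Fluo-8 calcium influx in TRPV1-expressing cells, kinetic read (ex 480/em 520 nm). Compound added and read 3 min for agonist activity, followed by capsaicin at EC20 final and 2 min further read for enhancement.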
B2AR arrestin = beta2AR (human) beta-arrestin recruitment activity | beta-arrestin recruitment to beta2AR, cell-based reporter | Potency, µM (highest dose often 46.1 µM), for the others: at the top dose activation, usual class: activators | P07550 | actives 0.02% (n = 330,000);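 further: potency means the concentration at half of the fitted maximal effect; 0% = DMSO controls and full agonism = EC100 isoproterenol or metaproterenol; nearly all actives have a fitted effect of over 65% in size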
Target sequence (P07550 whole entry, looked up): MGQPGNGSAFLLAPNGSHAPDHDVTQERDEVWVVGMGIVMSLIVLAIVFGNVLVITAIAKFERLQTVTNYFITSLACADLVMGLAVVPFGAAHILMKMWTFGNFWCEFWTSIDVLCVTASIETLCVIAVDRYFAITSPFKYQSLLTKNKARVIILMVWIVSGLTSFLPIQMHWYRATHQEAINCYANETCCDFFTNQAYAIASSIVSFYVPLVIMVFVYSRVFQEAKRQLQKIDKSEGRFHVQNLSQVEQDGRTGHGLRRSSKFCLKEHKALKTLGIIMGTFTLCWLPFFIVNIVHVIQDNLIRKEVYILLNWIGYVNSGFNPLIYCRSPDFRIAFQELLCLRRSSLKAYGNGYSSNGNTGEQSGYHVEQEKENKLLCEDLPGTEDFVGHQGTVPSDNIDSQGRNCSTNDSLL
PTAP TSG101 blk = blocks PTAP/TSG101 interaction to inhibit HIV-1 budding | Q99816 | Fluorescence polarization, FITC-PTAP peptide / Tsg101 binding | Potency, µM (series often up to 115 µM), inactives show top-dose activity change, negative = inhibition, hits mostly inhibitors | 340,000 tested, under 10 active | AID 493005; active means well fitted inhibition curve with a large enough effect in the main read-out, with a control signal flat, not every such curve was filed as active; inconclusive means small, poorly fitted or top-dose-only effect, or effect the other way, or a change in a side signal; inactive means no such curve, though single readings can be large or run the other way; further: potency means the concentration at half of the fitted maximal effect; % of control where 0% means no effect
Target sequence (Q99816 whole entry, looked up): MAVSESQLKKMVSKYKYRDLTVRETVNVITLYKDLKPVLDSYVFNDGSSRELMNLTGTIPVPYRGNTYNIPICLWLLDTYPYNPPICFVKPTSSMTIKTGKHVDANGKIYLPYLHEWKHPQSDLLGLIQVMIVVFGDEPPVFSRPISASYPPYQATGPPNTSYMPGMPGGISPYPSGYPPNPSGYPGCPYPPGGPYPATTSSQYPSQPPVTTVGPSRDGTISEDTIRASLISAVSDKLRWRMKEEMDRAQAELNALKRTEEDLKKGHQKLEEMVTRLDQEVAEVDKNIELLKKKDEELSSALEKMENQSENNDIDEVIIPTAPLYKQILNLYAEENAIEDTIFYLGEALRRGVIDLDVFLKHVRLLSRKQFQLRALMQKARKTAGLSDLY
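Compounds were pin-transferred onto Tsg101 binding domain (10 uM final) in HEPES pH 7.5 buffer, then FITC-PTAP peptide was added at 50 nM final. After 20 min at RT, polarization reported peptide displacement across a qHTS concentration series.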
TCR activator = activates T cell receptor signaling; primary human leukocytes, anti-CD3, IL-2 HTRF, 48 h; Potency, µM (doses to about 9.22 µM), inactives show at the top dose activation of IL-2 secretion, usual class: activators; 330,000 tested, under 10 active; AID 504894; further: % of control where 0% means no effect
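Compounds are tested in HTS on primary human leukocytes co-incubated with a-CD3 beads for 48 hr. IL-2 output is measured by time-resolved FRET.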
BRCA1 expr act = increases BRCA1 expression. MCF7-BRCA1-FFLuc reporter, luminescence, 48 h; response scale: scaled: vehicle 0%, 10 µM genistein 100%. Potency, µM (series often up to 46.1 µM), for the others: at the highest dose activation, actives largely listed as activators. actives 1.1% (n = 380,000). AID 624202; further: potency means the concentration at half of the fitted maximal effect; nearly all actives have a fitted effect of over 80% in size; some results filed as inactive show a strong effect at the top dose
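MCF7-BRCA1-FFLuc, 2000 cells/well; 2 h attach, 37 °C/5% CO2; compound 48 h; luciferase substrate 15 min; luminescence end-point. Norm. to genistein 10 microM max activation and DMSO; concentration-response curves fitted.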
a7 integrin act = integrin-mediated muscular dystrophy alleviation activation; alpha7betagal myoblasts, beta-gal FDG fluorescence, 48 h; Potency, µM (titrated, usually from 38.3 µM), for inactives: at the highest dose activation, most hits filed as activators; actives 0.064% (n = 350,000); AID 624291;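 further: potency means the concentration at half of the fitted maximal effect; 100% = response of the positive control SU9516; nearly all actives have a fitted effect of over 60% in size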
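alpha7betagal+/- myoblasts (passage 13, 250/well) treated 48 h at 37C with compounds at 1:260 dilution of DMSO stock. Lysed, then beta-galactosidase activity read as FDG fluorescence (ex 480/em 540) after 30 min, with pre-read for autofluorescence.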
A-T KAP1 phos = candidate therapy for ataxia-telangiectasia; […] A-T fibroblasts, KAP-1 phosphorylation AlphaLISA; neocarzinostatin DNA damage 30 min before lysis; Potency, µM (series often up to 57.5 µM), without a hit: at the top dose activation, usual class: activators; actives 0.19% (n = 320,000); further: potency means the concentration at half of the fitted maximal effect; % of control where 0% means no effect; nearly all actives have a fitted effect of over 45% in size
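ATM-like activity read as KAP-1 phosphorylation via AlphaLISA donor/acceptor antibody pairs after lysis and 6 hr at 25C. Cells were ATM-null patient fibroblasts ([…], hTERT), dosed 60 min, then exposed to the DSB inducer NCS for 30 min.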
ELG1 DNA repair = inhibitors of ELG1-dependent DNA repair in HEK293T cells; AID 504467; Potency, µM (titrated, usually from 46.1 µM), inactives show at the highest dose activity change, negative = inhibition, actives largely listed as inhibitors; HEK293T ELG1-luciferase reporter, luminescence, 16 h; DNA damage induced by 5-fluorouridine; actives 2.3% (n = 330,000); further: potency means the concentration at half of the fitted maximal effect; on the % scale 0 is the no-effect control and ±100 the full control effect; nearly all actives have a fitted effect of over 55% in size
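DMSO vehicle served as the neutral condition. Each well held 2,000 cells given 5-fluorouridine plus compound; after 16 hr at 37 °C/5% CO2, ONE-Glo was added and luciferase measured 30 min later.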
MLL CXXC-DNA inh = blocks binding of human MLL CXXC domain to DNA. MLL-CXXC / FITC-HOXA9 DNA fluorescence polarization. Potency, µM (titrated, usually from 115 µM), for inactives: top-dose activity change, negative = inhibition, actives largely listed as inhibitors. actives 0.037% (n = 290,000). AID 2662; active means well fitted inhibition curve with a large enough effect in the polarisation, with a control signal flat, not every such curve was filed as active; inconclusive means small, poorly fitted or top-dose-only effect, or effect the other way, or a change in a side signal; inactive means no such curve, though single readings can be large or run the other way; the % refers to the polarisation; further: potency means the concentration at half of the fitted maximal effect
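Purified MLL-CXXC (added from a 7 uM solution) was preincubated 5 min at ambient with pinned compounds in 50 mM Tris-HCl pH 7.5, 50 mM NaCl, 1 mM DTT, 0.05% BSA. Fluorescein-labeled HOX-A9 DNA (50 nM solution) followed, 30 min, then polarization read.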
p53 reactivator = restores transcriptional activity of mutant p53. actives 0.063% (n = 320,000). H1299 p53-A138V BP100-luciferase reporter, luminescence, 24 h. AID 504706. Potency, µM (top dose mostly 92.2 µM), for the others: at the top dose activity change, positive = activation, most hits filed as activators; further: potency means the concentration at half of the fitted maximal effect; % of control where 0% means no effect; nearly all actives have a fitted effect of over 45% in size
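p53-null H1299 cells stably carrying temperature-sensitive p53-A138V and a BP100-luciferase reporter were pinned with compounds (4-point, 1:5 series) and held 24 hrs at 37 deg C. Luminescence was read 10 min after detection reagent.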
An asterisk follows results filed as active; ? = inconclusive; . = not tested or not shown; [ ] = remark or other dose. Unless noted, the call rests on the fitted dose curve; in most records, active means well fitted curve in the direction sought with a large enough effect; inconclusive means small, poorly fitted or top-dose-only effect, or another doubt; inactive means no such curve, though single readings can be large; an effect the other way counts as inactive or inconclusive.

SMILES	TRPV1 agonist	B2AR arrestin	PTAP TSG101 blk	TCR activator	BRCA1 expr act	a7 integrin act	A-T KAP1 phos	ELG1 DNA repair	MLL CXXC-DNA inh	p53 reactivator
CCSc1nc2sc3c(c2c(=O)n1-c1ccc(C)cc1)CCN(C)C3	2	-0.6%	-4%	-12%	1%	-35%	-10%	10%	4%	0%
CC(=O)Nc1ccc(NC(=O)CCCn2cnc3ccccc3c2=O)cc1	0	-0.9%	-7%	3%	2%	0%	12%	4%	4%	13%
Cc1c(CCC(=O)O)c(=O)oc2cc(OCc3ccccc3F)ccc12	1	0.5%	-7%	-5%	45%	-10%	0%	2%	16%	22%
Cc1ccc(-c2ccc(C(=O)O)o2)cc1Cl	-1	-0.2%	-1%	0%	?	-12%	-6%	?	2%	6%
C=CCNC(=O)c1c(O)c2cccc3c2n(c1=O)CCC3	4	-0.5%	-3%	7%	-48%	-23%	21%	0%	1%	.
CSc1ccc(N=Nc2c(C)[nH]n(C)c2=O)cc1	7	0.5%	1%	-3%	8%	-11%	-17%	0%	1%	0%
CCCCNC(=O)C1c2cc(OC)c(OC)cc2C(=O)N(C)C1c1cccs1 (stereo not given)	0	-0.1%	-6%	4%	-5%	30%	4%	3%	-9%	0%
O=C(CSc1nnc(COc2ccc(Cl)cc2)o1)N1CCCCC1	-1	-0.3%	-1%	4%	-6%	19%	6%	-2%	8%	-5%
O=C(CN1C(=O)NC2(CCOc3ccccc32)C1=O)c1ccc(Cl)cc1 (stereo not given)	-1	0.2%	-3%	-2%	6%	2%	2%	-2%	.	2%
c1ccc(CNCC2COc3ccccc3O2)cc1 (stereo not given)	3	0.0%	7%	-3%[46.1 µM]	82%	26%	8%	?	6%	19%
C/C(=N\NC(=O)c1ccccc1C)c1ccc(NC(=O)c2cccs2)cc1	?	0.3%	-3%	-6%	68%	4%	-2%	?	18%	?
Cc1cccc(NC(=O)COC(=O)c2nn(C)c(=O)c3ccccc23)c1C	.	-0.3%	3%	-96%	-2%	-14%	8%	12%	.	15%
COc1ccc(Br)cc1CNc1ccccc1	8	-0.4%	-8%	-4%	13%	15%	1%	?	-1%	6%
Cc1ccc(C)c(S(=O)(=O)NCCCc2ccccc2)c1	2	0.5%	-3%	-3%	-36%	0%	4%	-2%	0%	2%
CCCOc1ccc2nc(C)c(CCC)c(SC(=N)N)c2c1	-2	-0.4%	0%	-4%	-18%	-9%	1%	-11%	-6%	-2%
COc1ccnc(CSC(N)=Nc2cccc(C(F)(F)F)c2)c1	7	0.3%	-2%	-5%	-52%	-41%	3%	16%	-4%	-20%
COc1cc(C(=O)NCC(c2cccnc2)N2CCN(c3ccccc3)CC2)cc(OC)c1OC (stereo not given)	0	-0.1%	0%	-10%	-1%	19%	-3%	-14%	-4%	-9%
CN(C)C(CNc1ncnc2sccc12)c1cccs1 (stereo not given)	2	0.3%	2%	4%	-2%	-19%	-8%	-11%	-1%	-1%
O=C(CNC(=O)c1n[nH]c2ccccc12)Nc1ccc(F)c(F)c1F	.	-0.2%	-4%	-1%	-13%	6%	-7%	?	.	2%
COC(=O)c1cccc(N(C(=O)c2ccco2)C(C(=O)NC2CCCC2)c2ccco2)c1 (stereo not given)	2	-0.4%	-6%	-5%[46.1 µM]	-23%	11%	.	?	-2%	1%
CC(C)OC(=O)c1cc(C(=O)c2cc(F)ccc2O)coc1=N	0	0.0%	-4%	-7%	-3%	-22%	-3%	-14%	11%	0%
CN(c1ccccc1)S(=O)(=O)c1cccc(NC(=O)c2ccc(=O)[nH]n2)c1	.	-0.2%	-2%	-3%	-31%	-8%	0%	?	.	2%
Oc1ccc(/C=C/c2ccc3ccccc3n2)cc1	19	0.1%	1%	-9%	-39%	-24%	-10%	?	5%	-10%
COc1ccc(CNC(=O)COC(=O)/C=C/c2ccc(Cl)cc2)cc1	-4	0.1%	1%	2%	-1%	-9%	3%	-3%	-6%	1%
O=C(CSc1nc2ccc(Nc3nc(N4CCOCC4)nc(N4CCOCC4)n3)cc2s1)Nc1ccccc1Cl	0	-0.8%	-1%	12%	-47%	-44%	1%	2.9µM*	5%	7%
CC(C)C(=O)N1N=C(c2ccc(NS(C)(=O)=O)cc2)CC1c1cccs1 (stereo not given)	0	0.4%	-6%	1%[46.1 µM]	-32%	4%	10%	-19%	8%	9%
COc1ccc([N+](=O)[O-])cc1NCC(=O)c1ccc(C)cc1	-2	0.4%	2%	-3%	-3%	-20%	10%	?	4%	10%
O=C(CN1CCc2cc3c(cc2C1)OCCCO3)Nc1cccc(Br)c1	13	-0.1%	0%	2%	0%	-7%	1%	-10%	22%	-1%
O=C(COc1ccc(S(=O)(=O)N2CCCCC2)cc1)N1CCOCC1	3	-0.9%	-3%	-5%	-21%	24%	7%	3%	-6%	7%
CC(=O)Nc1sc2c(c1C(c1cccs1)N1CCOCC1)CCCC2 (stereo not given)	14	0.2%	-3%	1%	-1%	11%	8%	0%	19%	-6%
OC(CCN1CC2CCC(CC2)C1)(Cc1ccccc1)c1ccco1 (stereo not given)	.	.	-4%	4%	-11%	-34%	.	.	.	.
Cc1ccc(-n2c(=S)[nH]c3[nH]ncc3c2=O)cc1	0	0.0%	-3%	-7%	1%	1%	1%	17%	0%	-1%
Cc1nc2nc(COc3ccccc3)[nH]n2c(=O)c1Cc1ccccc1	0	0.1%	-6%	-1%	0%	9%	-1%	5%	-17%	17%
C=C(C)CNC(=S)N1CCN(C(c2ccccc2)c2ccccc2)CC1	?	-0.2%	-4%	1%	-11%	7%	-3%	?	-8%	6%
CC(=O)c1ccc(NC(=S)N2CCN(C(=S)Nc3ccc(C(C)=O)cc3)C(C)C2)cc1 (stereo not given)	-12	-0.4%	2%	6%	-15%	14%	11%	-12%	-2%	2%
CC1(C)CC(=O)C/C(=N/NC(=O)C2CCN(S(=O)(=O)c3cccs3)CC2)C1	0	-0.4%	-8%	-2%[46.1 µM]	72%	4%	3%	19%	-14%	5%

Compound profiles (already shown):
Results for CC1(C)CC(=O)C/C(=N/NC(=O)C2CCN(S(=O)(=O)c3cccs3)CC2)C1 : TRPV1 agonist = 0; B2AR arrestin = -0.4%; PTAP TSG101 blk = -8%; TCR activator = -2%[46.1 µM]; BRCA1 expr act = 72%; a7 integrin act = 4%; A-T KAP1 phos = 3%; ELG1 DNA repair = 19%; MLL CXXC-DNA inh = -14%; p53 reactivator = 5%
Results for COc1ccc([N+](=O)[O-])cc1NCC(=O)c1ccc(C)cc1 : TRPV1 agonist = -2; B2AR arrestin = 0.4%; PTAP TSG101 blk = 2%; TCR activator = -3%; BRCA1 expr act = -3%; a7 integrin act = -20%; A-T KAP1 phos = 10%; ELG1 DNA repair = ?; MLL CXXC-DNA inh = 4%; p53 reactivator = 10%

(listing goes on)
SMILES	TRPV1 agonist	B2AR arrestin	PTAP TSG101 blk	TCR activator	BRCA1 expr act	a7 integrin act	A-T KAP1 phos	ELG1 DNA repair	MLL CXXC-DNA inh	p53 reactivator
Cc1cnn(Cc2ccccc2)c1N	-4	-0.6%	-1%	13%	8%	-2%	-17%	28%	-4%	-5%
CC(C)Cc1cc(C(=O)Nc2cccc(O)c2)no1	?	-0.5%	1%	3%	14%	14%	0%	?	7%	1%
Fc1ccc(NC(=S)N2CCCCC2)cc1	-2	-0.1%	-5%	4%	-13%	-7%	3%	13%	12%	-1%
Cc1nc2ccc(NC(=O)c3ccccc3)cc2s1	14	-1.6%	-4%	3%	3.5µM*	-25%	-4%	?	5%	9%
CCCCN(C(=O)CC(c1ccccc1)c1ccccc1)c1c(N)n(CCC)c(=O)[nH]c1=O	4	0.6%	-3%	1%[46.1 µM]	-10%	0%	7%	-2%	8%	1%
CCCCn1c(=O)c(CCC(=O)O)nc2ccccc21	-3	-0.2%	-1%	10%	0%	3%	4%	?	-1%	3%
COCC(=O)Nc1cc(C(=O)NCCc2ccccc2)ccc1Cl	-1	?	0%	3%	-27%	20%	.	?	5%	?
O=C(c1cccs1)N1CCN(S(=O)(=O)c2ccccc2)CC1	-2	0.2%	2%	-1%	1%	6%	-6%	?	9%	1%
CCOC(=O)c1ccc2[nH]c(C)c(CCC(C)=O)c(=O)c2c1	2	-1.0%	-4%	-5%	12%	14%	18%	15%	1%	1%
CCc1ccc(NC(=S)N2CCNC(=O)C2CC(=O)OC)cc1 (stereo not given)	-2	0.0%	-2%	.	6%	-14%	2%	-2%	14%	6%
COc1ccc(NC(=O)Oc2cc(C)ccc2C(C)C)cc1	4	0.0%	-7%	2%	6%	25%	-4%	4%	-1%	3%
COc1ccc(C(=O)Nc2cccc(-c3ccc(N4CCOCC4)nn3)c2)cc1	-2	-3.2%	-5%	3%	90%	6%	-1%	?	.	?
O=C(NCc1ccco1)c1ccc(S(=O)(=O)N2CCCCC2)cc1	7	0.4%	-1%	6%	11%	-8%	1%	3%	-10%	-3%
CC(C)CCNC(=O)C(NS(=O)(=O)c1ccc2c(c1)c(=O)n(C)c(=O)n2C)c1ccccc1 (stereo not given)	6	-0.2%	-5%	-5%	-8%	14%	-13%	0%	-11%	-5%
